Screens (PubChem)
bIAP activator: increases bovine intestinal alkaline phosphatase activity; purified bovine IAP, CDP-star luminescence, 30 min; stronger effect = higher value; fold of DMSO-control signal, blank-subtracted; activation factor at 20 µM; 200,000 tested, 0.17% active; AID 1016;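 active = activation factor of 2 or more at 20 µM, a signal rise over negative controls twice the positive control's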
PPARg SRC-3 ag: promotes SRC-3 coactivator recruitment by human PPARgamma; P37231; biochemical PPARgamma/SRC-3 coactivator recruitment assay; activation, % at 8 µM; 200,000 tested, 0.26% active; AID 731; in the data active = activation above about 23%;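 also: 0% = DMSO and 100% = reference agonist; some compounds past the cut are filed as inactive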
Target sequence (P37231 whole entry, looked up): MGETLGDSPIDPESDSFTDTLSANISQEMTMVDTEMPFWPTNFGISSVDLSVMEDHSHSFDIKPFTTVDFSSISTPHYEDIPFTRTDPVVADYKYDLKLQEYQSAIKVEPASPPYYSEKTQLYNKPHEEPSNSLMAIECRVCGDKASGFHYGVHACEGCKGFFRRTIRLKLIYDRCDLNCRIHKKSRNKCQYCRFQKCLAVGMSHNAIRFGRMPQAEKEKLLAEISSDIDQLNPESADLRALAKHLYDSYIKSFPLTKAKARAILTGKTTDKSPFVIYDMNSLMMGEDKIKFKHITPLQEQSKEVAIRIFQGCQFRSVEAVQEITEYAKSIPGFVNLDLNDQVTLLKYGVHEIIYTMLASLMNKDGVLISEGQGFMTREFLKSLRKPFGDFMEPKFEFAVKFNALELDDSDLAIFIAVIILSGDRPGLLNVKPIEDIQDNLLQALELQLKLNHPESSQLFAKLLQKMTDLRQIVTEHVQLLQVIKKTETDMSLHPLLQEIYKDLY
PPARg SRC1 recr: agonists of human PPARgamma SRC-1 coactivator recruitment; AID 631; P37231; PPARgamma-SRC-1 coactivator recruitment biochemical assay; 200,000 tested, 0.41% active; activation, % at 8 µM; in the data active = activation above about 19%;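 also: 0% = DMSO and 100% = reference agonist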
TNAP act hi DEA: activators of human TNAP at high phosphate acceptor concentration | purified TNAP, CDP-star luminescence, 1 M DEA, 30 min; stronger effect = higher value; 0 = EDTA background, 1 = DMSO-only activity | activation factor at 20 µM | 200,000 tested, under 10 active;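 active = activation factor at least 2 at 20 µM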
Target sequence (P05186 whole entry, looked up): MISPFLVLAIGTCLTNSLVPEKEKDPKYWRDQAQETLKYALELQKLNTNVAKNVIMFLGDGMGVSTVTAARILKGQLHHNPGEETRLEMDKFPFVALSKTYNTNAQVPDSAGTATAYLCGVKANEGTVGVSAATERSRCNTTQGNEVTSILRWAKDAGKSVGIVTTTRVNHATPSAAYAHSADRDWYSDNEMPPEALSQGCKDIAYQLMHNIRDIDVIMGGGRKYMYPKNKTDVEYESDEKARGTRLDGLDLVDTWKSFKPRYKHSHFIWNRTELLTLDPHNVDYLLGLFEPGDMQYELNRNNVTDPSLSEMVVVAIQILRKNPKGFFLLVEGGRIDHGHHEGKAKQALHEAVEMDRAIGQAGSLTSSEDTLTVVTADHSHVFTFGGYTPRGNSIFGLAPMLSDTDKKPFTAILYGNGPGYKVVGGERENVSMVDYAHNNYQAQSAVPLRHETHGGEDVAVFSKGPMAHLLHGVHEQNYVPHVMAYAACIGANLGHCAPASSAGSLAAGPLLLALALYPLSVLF
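Assay system: human TNAP; Input: enzyme diluted 1/800 final; Reagent: CDP-star luminogenic substrate at 100 µM final; Timing: 30 min, room temperature; Signal: luminescence; Evaluation: TNAP activation factor scaled between EDTA and DMSO control wells.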
TNAP inh hi DEA: TNAP (human) inhibition, high acceptor; P05186; purified TNAP, CDP-star luminescence, 1 M DEA; inhibition, % at 20 µM; 200,000 tested, 0.03% active; AID 1135;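 active = over 50% inhibition of tissue-nonspecific alkaline phosphatase at 20 µM in the single-dose screen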;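 also: plate controls were DMSO wells for no effect and EDTA-quenched wells as full inhibition for full effect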
TNAP inh no acc: blocks human TNAP activity with no phosphate acceptor present | purified TNAP, CDP-star luminescence, 30 min | P05186 | inhibition, % at 20 µM | 200,000 tested, 0.26% active;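 active = tissue-nonspecific alkaline phosphatase inhibition above about 50% at 20 µM in the single-dose screen, limit read from the data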;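 also: 0% = DMSO negative control and 100% = EDTA positive control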
bIAP inh: intestinal alkaline phosphatase (bovine) inhibition. purified bovine IAP, CDP-star luminescence, 30 min. inhibition, % at 20 µM. 190,000 tested, under 10 active. AID 1019;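 active = over 50% inhibition of intestinal alkaline phosphatase at 20 µM in the single-dose screen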
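test system = bovine IAP enzyme | medium = DEA buffer 100 mM, pH 9.8, with MgCl2 1.0 mM, ZnCl2 0.02 mM | detection = luminescence | dosing = single compound dose of 20 µM, 2% DMSO final | incubation = 30 min reaction at room temperature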
HMGR II inh: blocks class II HMG-CoA reductase of Enterococcus faecalis | purified E. faecalis HMGR, NADPH absorbance 340 nm kinetic | inhibition, % at 10 µM | 190,000 tested, 0.41% active | AID 1066;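 active = inhibition above a set limit, the median over all tested compounds plus 3 SD, cut at about 9.5% in these data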;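 also: enzyme runs in reverse so mevalonate oxidation gives rising NADPH absorbance; 0% = complete reaction with DMSO and 100% = background rate lacking mevalonate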
TR-FRET SRC-2 ct: counter-screen for PPARgamma SRC-2 recruitment agonists: TR-FRET artefact. AID 1049. stronger effect = higher value. TR-FRET ratio at 8 µM. 200,000 tested, 0.4% active; in the data active = TR-FRET ratio above about 2000; also: inactives centre near 1500
PPARg SRC-2 ag: promotes SRC-2 coactivator recruitment by human PPARgamma; 200,000 tested, 0.34% active; PPARgamma LBD-SRC-2 recruitment, biochemical; activation, % at 8 µM; P37231; in the data active = activation above about 22%;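 also: 0% = vehicle and 100% = reference agonist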
Active calls of the source: *. Rows are unselected. About 1.6% of those tested had a hit in this group.

SMILES	bIAP activator	PPARg SRC-3 ag	PPARg SRC1 recr	TNAP act hi DEA	TNAP inh hi DEA	TNAP inh no acc	bIAP inh	HMGR II inh	TR-FRET SRC-2 ct	PPARg SRC-2 ag
Cc1cc(C)c2cc(CN(CCO)Cc3nnnn3Cc3ccccc3)c(=O)[nH]c2c1	1.1	0	8	1.1	-6	-18	-7	3	1554	10
O=C(COC(=O)C1COc2ccccc2O1)NC(=O)Nc1ccc2c(c1)OCCO2 (stereo not drawn)	1	-2	6	1	-4	-8	4	1	1684	2
CCOC(=O)Cn1cnc2c(cnn2-c2ccc(Cl)cc2)c1=O	1	-4	-6	1.1	-6	-10	-3	4	1514	12
COC(=O)CCC(=O)Nc1cccc(Br)c1	1	1	-2	1	-3	-4	2	-7	1499	-7
COc1ccc(NC(=O)Nc2nnc(N3CCC(C)CC3)s2)cc1OC	0.8	2	4	1	1	-3	18	-1	1544	5
CCC(C)NC(=O)CS(=O)(=O)Cc1nc(-c2cccc(OC)c2)oc1C (stereo not drawn)	1	7	-6	1	-2	-12	5	0	1381	0
Cc1ccc(NC(=O)CN(C)CC(=O)Nc2ccccc2-c2ccccc2)cc1	1	4	9	1	-3	0	0	-3	1528	5
Cc1[nH]n2c(=O)c3c(nc2c1-c1cccc2ccccc12)CCC3	1	1	2	1	-4	-1	-2	3	1450	2
CCOc1ccc(NC(=O)CN(C)CC(=O)Nc2ccc(F)c(F)c2F)cc1OCC	1.2	0	1	1	-2	-8	-24	-1	1440	-3
Cc1ccc(-n2ncc3c(Nc4c(C)n(C)n(-c5ccccc5)c4=O)ncnc32)c(C)c1	1	-14	-1	1	-2	-8	-2	-2	1383	-2
COc1ccc(OC)c(NS(=O)(=O)c2ccc(NC(=O)c3ccc(NS(C)(=O)=O)cc3)cc2)c1	1.1	5	4	1	3	-13	-8	0	1726	5
COc1ccc(C)cc1NC(=O)CN1CCN(S(=O)(=O)c2ccc(F)cc2)CC1	1	1	5	1	-4	-18	2	-4	1484	5
Cc1cccc(N(CC(=O)O)CC(=O)O)c1	1.1	3	-4	1	4	-14	-10	0	1525	-3
COc1ccc(C2(CNC(C)=O)CCOCC2)cc1OC	0.9	0	6	1.1	-9	-12	7	2	1533	18
CN(c1ccccc1C(=O)Nc1ccc(S(=O)(=O)N2CCOCC2)cc1)S(C)(=O)=O	0.8	2	4	1	2	-20	15	0	1707	-1
O=C(NCCO)/C(=C/c1ccc2c(c1)OCO2)NC(=O)c1ccc(Br)cc1	1	1	3	1	-1	0	-2	-1	1486	-7
O=C(CSC1=NCCS1)N1CCCCCC1	0.8	2	2	1.1	-7	-3	17	-5	1611	-1
O=C(CCN1C(=O)c2ccncc2C1=O)Nc1ccc2c(c1)OCCO2	1	3	-1	1	1	-11	4	2	1499	5
CCn1c(SCC(=O)N2CCCCC2)nnc1-c1ccc(S(=O)(=O)N2CCN(C)CC2)cc1	0.9	-2	-8	1	1	-2	5	-1	1573	4
COc1nc(Nc2ccc([N+](=O)[O-])cc2)nc(NC2CCCCC2)n1	0.9	0	4	1	-3	-4	6	-1	1592	-3
Cc1ccc(C(NC(=O)N2CCCC2)C(Cl)(Cl)Cl)cc1F (stereo not drawn)	1.1	1	-1	1.1	-5	-11	-11	-11	1682	-2
Cc1ccc2cc(COC(=O)c3ccncc3)c(=O)[nH]c2c1	0.9	5	2	1.1	-6	1	9	-5	1478	4
CCOC(=O)C1=C(C)NC(=O)CC1c1ccccc1OC (stereo not drawn)	1	1	2	1	-2	-1	3	0	1374	4
Cc1c(NC(=O)Cn2[nH]c(=O)c3ccccc3c2=O)c(=O)n(-c2ccccc2)n1C	0.9	-2	2	1	-3	-10	6	1	1462	-2
COc1cccc(OC)c1C(=O)Nc1ccc(N2CCCCC2)cc1	0.9	-9	-4	1	1	-10	7	-6	1568	-6
SMILES	bIAP activator	PPARg SRC-3 ag	PPARg SRC1 recr	TNAP act hi DEA	TNAP inh hi DEA	TNAP inh no acc	bIAP inh	HMGR II inh	TR-FRET SRC-2 ct	PPARg SRC-2 ag
O=C(/C=C/c1ccccc1Cl)Nn1cnc2ccccc2c1=O	1.1	3	3	1	-2	-16	-6	-1	1480	4
COC(=O)C1=C(N)OC2=C(C(=O)CCC2)C1c1cccs1 (stereo not drawn)	0.9	-13	-3	1	3	-5	12	-1	1526	-1
CC(/C=C/c1ccccc1)=N/NC(=O)C(O)c1ccccc1 (stereo not drawn)	1	0	6	1.1	-9	-8	-4	-2	1493	3
CC(OC(=O)CCc1nc2ccccc2[nH]c1=O)C(=O)c1ccccc1 (stereo not drawn)	0.9	3	3	1.1	-7	-14	9	-2	1458	5
O=C(CSc1nnnn1-c1ccccc1)Nc1ccc(Cl)cc1	1	16	8	1	2	8	5	0	1533	11
COC(=O)CC1C(=O)NCCN1C(=O)NC1CCCCC1 (stereo not drawn)	0.9	-11	-10	1.1	-6	-14	6	0	1512	6
CCOCCOC(=O)c1ccc(-n2cnc(C)n2)nc1	0.9	0	-5	1.1	-8	-12	14	-3	1437	-1
CCN(CC)CCCNC(=O)c1sc2nc(-c3ccc(F)cc3)cn2c1C	1	5	2	1.1	-5	-15	-4	1	1404	3
CCOC(=O)C(=O)C1=C(N2CCOCC2)/C(=C\c2cccc([N+](=O)[O-])c2)CC1	1	1	3	0.9	7	11	4	-1	1518	7
O=C(COC(=O)c1ccc(S(=O)(=O)Nc2ccccc2)cc1)NCCN1C(=O)CSC1=O	1	-5	0	1	-3	-17	-2	-1	1626	-3
Cc1ccc(CSc2nnc(C(F)(F)F)n2Cc2ccc(F)cc2)cc1	0.9	9	-6	1	-4	2	9	-4	1624	14
CCCCC1S/C(=N/N=C/c2cccs2)NC1=O (stereo not drawn)	0.8	1	-5	1	-2	-1	18	-6	1577	-6
CCN(CC)C(=O)CSC1=N/C(=C/c2ccco2)C(=O)N1c1ccc(OC)c(Cl)c1	0.7	4	2	1	3	-1	26	-6	1581	-1
CCc1cc2c(=O)n(Cc3ccccc3)c(SC3CCOC3=O)nc2s1 (stereo not drawn)	0.9	10	4	1	-1	-4	8	-1	1706	7
COc1cc(CO)cc(Br)c1OCC(=O)N1CCCCC1	1	-4	13	1.1	-6	6	-2	4	1588	-4
O=C(COC(=O)c1cc(S(=O)(=O)N2CCCCC2)ccc1N1CCOCC1)NC1CCCCC1	1	5	9	1	-2	-9	1	-2	1708	7
COc1ccc(C(NC=O)c2cc(OC)c(OC)cc2Br)cc1OC (stereo not drawn)	0.7	-1	6	1	-1	-9	26	-2	1565	1
O=C(NCCCNc1ccc(C(F)(F)F)cc1[N+](=O)[O-])c1cc(F)c(F)cc1Cl	0.9	11	-2	0.9	8	7	7	-6	1343	-2
C/C(=N/NC(=O)Cc1cc(=O)[nH][nH]1)c1ccc([N+](=O)[O-])cc1	1	-2	-4	1	-1	-7	-4	0	1516	-9
CC1CCN(C(=S)NC(=O)C2CCCCC2)CC1	1	-11	-1	1	-3	2	0	-5	1495	0
CCCCS(=O)(=O)/C=C\C1C2C=CC(C2)C1S(=O)(=O)CCCC (stereo not drawn)	1	-2	-3	1	-4	-11	-2	-4	1354	-7
Cc1cc(N2CCOCC2)ncc1[N+](=O)[O-]	1	-6	-5	1	-5	-13	3	-4	1347	-8
CC1(C)CC(=O)C/C(=N\NC(=O)Cc2ccccc2)C1	0.9	0	-4	1	-3	-7	8	-4	1519	0
O=C(OCn1nnc2ccccc2c1=O)c1cc(-c2ccccc2Cl)nc2ccccc12	0.9	2	0	1	-2	6	8	-5	1500	1
CCOC(=O)c1cnc2c(C)c(-c3ccccc3)[nH]n2c1=O	0.9	0	7	1.1	-7	-11	10	0	1581	7
SMILES	bIAP activator	PPARg SRC-3 ag	PPARg SRC1 recr	TNAP act hi DEA	TNAP inh hi DEA	TNAP inh no acc	bIAP inh	HMGR II inh	TR-FRET SRC-2 ct	PPARg SRC-2 ag
CCOC(=O)c1ccc(CNC(=O)CSc2nc(NC(=O)c3ccccc3)c3c(C)c(C)oc3n2)cc1	0.9	-2	5	1.1	-10	-15	14	-4	1530	3
CCNC(=S)Nc1ccc(Cl)cc1	1.1	-3	0	1	-5	-10	-8	3	1768	-1
Cc1ccc2c(c1)C1OCCC1C1N2C(=O)C2C(C(=O)O)C3C=CC21O3 (stereo not drawn)	1	-3	4	1.1	-7	-11	0	-2	1419	-6
CCCCc1c(O)nc(N2CCN(Cc3ccccc3)CC2)[nH]c1=O	1	-15	-7	1	-1	-5	-3	-3	1472	-1
NC(=O)c1c(NC(=O)CN2CCOCC2)sc2c1CCC2	1	8	8	1	-5	-8	-4	0	1478	0
CCN(CC)c1ccc(/C=N/N(c2ccccc2)c2ccccc2)c(O)c1	1.4	-7	0	1	0	1	-40	-6	1549	3
Cc1[nH]n(-c2ccccc2)c(=O)c1-c1ccccc1	0.9	3	5	1	-2	-11	6	0	1410	2

By substructure, the compounds so far containing a Cl atom
SMILES	bIAP activator	PPARg SRC-3 ag	PPARg SRC1 recr	TNAP act hi DEA	TNAP inh hi DEA	TNAP inh no acc	bIAP inh	HMGR II inh	TR-FRET SRC-2 ct	PPARg SRC-2 ag
CCOC(=O)Cn1cnc2c(cnn2-c2ccc(Cl)cc2)c1=O	1	-4	-6	1.1	-6	-10	-3	4	1514	12
Cc1ccc(C(NC(=O)N2CCCC2)C(Cl)(Cl)Cl)cc1F (stereo not drawn)	1.1	1	-1	1.1	-5	-11	-11	-11	1682	-2
O=C(/C=C/c1ccccc1Cl)Nn1cnc2ccccc2c1=O	1.1	3	3	1	-2	-16	-6	-1	1480	4
O=C(CSc1nnnn1-c1ccccc1)Nc1ccc(Cl)cc1	1	16	8	1	2	8	5	0	1533	11
CCN(CC)C(=O)CSC1=N/C(=C/c2ccco2)C(=O)N1c1ccc(OC)c(Cl)c1	0.7	4	2	1	3	-1	26	-6	1581	-1
O=C(NCCCNc1ccc(C(F)(F)F)cc1[N+](=O)[O-])c1cc(F)c(F)cc1Cl	0.9	11	-2	0.9	8	7	7	-6	1343	-2
O=C(OCn1nnc2ccccc2c1=O)c1cc(-c2ccccc2Cl)nc2ccccc12	0.9	2	0	1	-2	6	8	-5	1500	1
CCNC(=S)Nc1ccc(Cl)cc1	1.1	-3	0	1	-5	-10	-8	3	1768	-1

Some entries already given, limited to bIAP activator and TNAP inh hi DEA:
molecule	bIAP activator	TNAP inh hi DEA
CCOC(=O)c1ccc(CNC(=O)CSc2nc(NC(=O)c3ccccc3)c3c(C)c(C)oc3n2)cc1	0.9	-10
CCNC(=S)Nc1ccc(Cl)cc1	1.1	-5
